Source: PubChem (several laboratories)
FLuc inhib CS – firefly luciferase enzyme inhibitors, primary screen, artefact control for luciferase-based inhibitor screens, biochemical, luminescence, ATPLite; Luciferin 4-monooxygenase (Photinus pyralis), P08659; inhibition, % at 10 µM; 10 min; actives 1.5% (n = 200,000); AID 1006, 2008;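 active = inhibition above about 50% when tested at 10 µM, limit read from the data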
Target sequence (P08659 whole entry, looked up): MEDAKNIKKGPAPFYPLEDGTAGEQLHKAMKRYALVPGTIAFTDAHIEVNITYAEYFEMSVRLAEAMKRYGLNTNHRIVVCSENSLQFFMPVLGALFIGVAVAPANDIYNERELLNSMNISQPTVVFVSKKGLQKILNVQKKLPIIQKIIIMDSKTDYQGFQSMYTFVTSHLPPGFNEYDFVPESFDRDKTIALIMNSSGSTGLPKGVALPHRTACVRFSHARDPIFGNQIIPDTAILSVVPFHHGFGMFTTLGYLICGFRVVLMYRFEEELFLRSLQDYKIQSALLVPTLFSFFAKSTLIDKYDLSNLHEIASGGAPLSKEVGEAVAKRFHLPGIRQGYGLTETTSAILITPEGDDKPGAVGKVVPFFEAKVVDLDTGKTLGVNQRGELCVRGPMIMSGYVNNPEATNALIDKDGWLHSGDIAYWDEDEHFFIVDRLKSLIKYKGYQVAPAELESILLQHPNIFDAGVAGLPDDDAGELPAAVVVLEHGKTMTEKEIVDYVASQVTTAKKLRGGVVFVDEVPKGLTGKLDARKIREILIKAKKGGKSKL
DTT redox prof – compounds producing H2O2 with reducing agent – biochemical, NIH compound library profiling, artefact control for MLSCN library redox annotation, primary screen. activation, % at 10 µM. DTT-dependent redox cycling H2O2, phenol red/HRP absorbance; 100% = 100 µM peroxide control, 0% = buffer. AID 878, 2007. actives 0.03% (n = 200,000);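 active = activation of at least 50% relative to the plate's high and low controls in the primary single-dose screen; inactive = activation below 50%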;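 note: compound incubated with DTT at 0.8 mM final as the reducing agent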
STAT1 activator – STAT1 signaling activators, primary screen, cell-based, HTS, luciferase reporter; actives 2.6% (n = 200,000); activation (% of control), % at 5.5 µM; NIH 3T3 STAT1-luciferase reporter, IFN-gamma, luminescence; 100% = IFN-gamma alone, no compound;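 active = activation above the screen-wide mean activation plus 3 SD, cut at about 130% in these data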;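 note: raw ratio to IFN-gamma control signal so 100% means no change and 0% no light; values of inactives mirror those of a sister screen read the other way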
NF-kB neuron act – activators of NF-kB expression in neurons, primary screen, cell-based, HTS; AID 1239, 2008; actives 1.6% (n = 190,000); fold change at 12.5 µM; human neuronal cells, NF-kB reporter expression; hits give high values; in the data active = fold change above about 3.3
APP 5'UTR act – activators of APP 5'UTR luciferase reporter, primary screen, SH-SY5Y cells. SH-SY5Y APP 5'UTR luciferase reporter, luminescence; zero percent = DMSO vehicle wells. activation, % at 2 µM. actives 1% (n = 190,000);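 active = activation above a set limit, based on mean plus 3 SD of controls, cut at about 140% in these data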; note: values of inactives mirror those of a sister screen read the other way
FLuc stim CS – FLuc activators, initial screening, artefact control for FLuc-dependent activation tests, biochemical, ATPlite luminescence; activation factor at 10 µM; AID 1027, 2008; ATPlite luciferase biochemical, 10 min; 0 = ATP-free wells, 1 = DMSO control; 200,000 tested, under 10 active; Luciferin 4-monooxygenase (Photinus pyralis), P08659;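 active = luciferase activation factor, scaled between plate controls, of at least 2 with compound at 10 µM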
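System: cell-free luciferase reagent; medium: PBS as buffer for the ATP substrate; doses: test compounds dosed from 2 mM stocks in 100% DMSO; incubation: 10 min, room temperature; measured by: luminescence from luciferase reaction; read-out: luciferase activation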
Hsp70 activator – Hsp70 transcriptional activators, primary screen, cell-based, HeLa, Hsp70 promoter luciferase, luminescence, 10 µM; activation, % at 10 µM; AID 1203, 2008; actives 0.04% (n = 200,000); HeLa Hsp70 promoter luciferase reporter; scaled: vehicle 0, proteasome-inhibitor control 100%;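 active = activation above the mean across all tested compounds plus 3 SD, cutoff set per campaign, cut at about 5.5% in these data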;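 note: 100% = MG132 at 30 µM as the positive control and 0% = DMSO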
APP transl inh – inhibitors of APP translation via 5'UTR reporter, primary screen, APP 5'UTR luciferase, SH-SY5Y cells | inhibition, % at 2 µM | actives 0.82% (n = 190,000) | SH-SY5Y APP 5'UTR-luciferase reporter, luminescence | AID 1285, 2008;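 active = inhibition above a set limit, derived from the sample mean plus 3 SD, cut at about 45% in these data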; note: values of inactives mirror those of a sister screen read the other way
G6PDH counter – L. mesenteroides G6PDH inhibitors, counter-screen for G6PDH-coupled screening assays, biochemical, Leuconostoc mesenteroides enzyme; glucose-6-phosphate dehydrogenase [Leuconostoc mesenteroides]; Purified L. mesenteroides G6PDH, diaphorase/resazurin coupled fluorescence, 45 min; inhibition, % at 5 µM; actives 0.12% (n = 200,000); AID 1020, 2008; in the data active = inhibition above about 50%
HMGR II inh – inhibitors of E. faecalis class II HMGR, primary screen, biochemical, Enterococcus faecalis. inhibition, % at 10 µM. purified E. faecalis HMGR, NADPH absorbance 340 nm kinetic. HMG-CoA reductase (Enterococcus faecalis, mvaE). actives 0.41% (n = 190,000). AID 1066, 2008;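 active = inhibition above a set limit, the median over all tested compounds plus 3 SD, cut at about 9.5% in these data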;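 note: enzyme runs in reverse so mevalonate oxidation gives rising NADPH absorbance; 0% = complete reaction with DMSO and 100% = background rate lacking mevalonate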
Starred values were filed as active, the others as inactive; . = no result given. Outcome played no part in choosing rows; any-hit rate near 5.3%.

SMILES	FLuc inhib CS	DTT redox prof	STAT1 activator	NF-kB neuron act	APP 5'UTR act	FLuc stim CS	Hsp70 activator	APP transl inh	G6PDH counter	HMGR II inh
COC(=O)CCP(=O)(O)Cc1ccccc1CP(=O)(O)CCC(=O)OC	-7	0.3	98	1.3	14	1.1	-0.3	-14	5	3
COc1ccc(S(=O)(=O)Nc2cccc(C(C)=O)c2)cc1Br	-8	-0.2	93	1.1	-19	1.1	-0.1	19	4	5
CSC1=N/C(=C\c2ccccc2C)C(=O)S1	-5	0.4	104	1	11	1	0.1	-11	1	-1
CC(C)C(=O)Nc1ccc(S(=O)(=O)Nc2nccc(/C=C/c3ccccc3)n2)cc1	-6	-0.4	93	1	-5	1.1	0.0	5	2	0
O=C(N=Nc1c(O)[nH]c2ccccc12)c1cccc(S(=O)(=O)Nc2ccccc2Cl)c1	1	-0.7	107	1.1	1	1	-0.1	0	11	8
COc1ccc(-c2nc3ccc(N4CCN(C)CC4)cc3c(=O)[nH]2)cc1	3	-1.0	130*	1.6	3	1	0.0	-3	1	-5
N#Cc1ccccc1Cn1c(=O)n(Cc2ccc(C(=O)NCc3ccco3)cc2)c(=O)c2sccc21	0	-0.6	100	1.1	35	1	-0.3	-35	-27	-2
O=C(O)CC1C(=O)OCN1C(=O)OCc1ccccc1 (centres undefined)	-8	0.4	101	1	3	1.1	0.0	-3	4	6
CCn1c(CC(=O)Nc2ccc(C)cc2)nnc1SCC(=O)Nc1nc(C)cs1	-7	0.6	103	1.2	-6	1.1	0.1	6	3	2
COc1cccc(CNc2nn[nH]n2)c1OC	-6	0.6	96	0.98	15	1.1	0.0	-15	-4	-3
C/C(=C\C(=O)c1ccc(C)o1)Nc1ccc2c(c1)OCO2	52*	3.2	106	1.5	91	0.5	0.0	-91	6	-1
COc1ccc(CC(=O)Nc2ccc(-c3cn4ccc(C)cc4n3)cc2)cc1	3	0.0	116	1.6	41	1	-0.2	-41	-2	-3
CCC(c1nnc(SCC(=O)Nc2ccc(S(N)(=O)=O)cc2)n1Cc1ccccc1)N(C)C (centres undefined)	-8	-1.7	103	1	-12	1.1	0.0	12	7	-4
Oc1ccc(-c2nc3ncccn3c2Nc2ccc3c(c2)OCO3)cc1	-2	-0.9	109	1.6	12	1	0.0	-12	1	-1
O=C(Nc1ccccc1C(=O)O)c1ccccc1	7	-0.1	97	1.2	13	0.9	-0.2	-13	-1	-1
CCc1ccc2nc3n[nH]c(N)c3cc2c1	70*	1.6	118	2	104	0.3	-0.1	-104	5	-5
Cc1cc(C)cc(N(C(=O)Cn2nnc3ccccc32)C(C(=O)NCc2ccco2)c2ccncc2)c1 (centres undefined)	-4	0.4	90	1.2	5	1	-0.2	-5	20	-6
COc1ccc(/C=C2\N=C(C)N(c3ccc4ccccc4c3)C2=O)cc1OC	-4	0.6	96	1	3	1	-0.2	-3	5	3
CC(C)c1ccc(NC(=O)N2CCC(c3nc4ccccc4o3)CC2)cc1	0	-0.2	100	0.86	11	1	-0.3	-11	10	-9
CCc1ccc2c(c1)c(N=NC1=NC(=O)CS1)c(O)n2C	-4	-4.5	92	1.3	-19	1	-0.3	19	-4	-7
O=C(NCc1ccccc1)c1ccc(Cl)nc1	2	0.2	98	1.1	-8	1	-0.3	8	12	-7
CCOC(=O)C(NCc1ccccc1OC)(NC(=O)CC)C(F)(F)F (centres undefined)	-3	2.3	93	1.2	10	1	-0.1	-10	7	-3
CCOc1ccc(OCC)c(NC(=O)C2CCN(S(=O)(=O)c3cnc[nH]3)CC2)c1	-3	-1.0	95	1.2	-15	1	-0.5	15	5	3
Cc1onc(-c2ccccc2)c1C(=O)NCc1ccc2c(c1)OCO2	-1	-0.5	95	1.4	-9	1	-0.1	9	18	-6
CN(c1ccccc1)S(=O)(=O)c1cccc(C(=O)OCC(=O)NCc2ccco2)c1	-1	0.0	98	0.98	-40	1	-0.1	40	4	-4
CCSc1nnc(NC(=O)c2cccnc2)s1	11	-0.2	110	1.2	12	0.9	-0.2	-12	-5	-2
COc1ccc(NC(=O)C(c2cc3c(cc2[N+](=O)[O-])OCO3)N(C)C)cc1 (centres undefined)	0	0.0	99	1.3	10	1	-0.3	-10	1	-1
CN(C)S(=O)(=O)N1CCC(c2ccc(F)cc2)C(COc2ccc3c(c2)OCO3)C1 (centres undefined)	-1	-0.7	87	0.74	9	1	-0.2	-10	8	-6
CC(=O)N(NC(=O)c1ccc(C)cc1)C1CC(=O)N(c2ccccc2Cl)C1=O (centres undefined)	-1	-0.3	106	1	5	1	-0.4	-6	0	0
CC1=C(C(=O)Nc2ccccc2)C(c2ccco2)NC(=O)N1 (centres undefined)	.	0.9	102	1.3	11	.	0.1	-11	.	-1

Pulled one by one from above (3):
SMILES	FLuc inhib CS	DTT redox prof	STAT1 activator	NF-kB neuron act	APP 5'UTR act	FLuc stim CS	Hsp70 activator	APP transl inh	G6PDH counter	HMGR II inh
Cc1onc(-c2ccccc2)c1C(=O)NCc1ccc2c(c1)OCO2	-1	-0.5	95	1.4	-9	1	-0.1	9	18	-6
CCOC(=O)C(NCc1ccccc1OC)(NC(=O)CC)C(F)(F)F (centres undefined)	-3	2.3	93	1.2	10	1	-0.1	-10	7	-3
CN(C)S(=O)(=O)N1CCC(c2ccc(F)cc2)C(COc2ccc3c(c2)OCO3)C1 (centres undefined)	-1	-0.7	87	0.74	9	1	-0.2	-10	8	-6

More compounds.
SMILES	FLuc inhib CS	DTT redox prof	STAT1 activator	NF-kB neuron act	APP 5'UTR act	FLuc stim CS	Hsp70 activator	APP transl inh	G6PDH counter	HMGR II inh
CCNC(=O)NC(=O)C(C)Oc1ccc(Br)cc1Br (centres undefined)	16	0.1	109	1.7	21	0.8	-0.3	-21	12	-5
CC(=O)NC(Cc1ccccc1)c1ccc2c(c1)OCCCO2 (centres undefined)	-4	-0.3	100	1.2	27	1	-0.3	-26	3	-2
Cc1cc(C(=O)NCc2cc(C(=O)O)co2)co1	-2	6.4	91	1.1	-8	1	-0.1	8	0	9
Cn1cc([N+](=O)[O-])c(C(=O)NCc2cc3ccccc3[nH]2)n1	-5	-0.1	95	1.3	11	1	-0.2	-11	-3	5
Cc1cc(NC(=O)Cn2nnc3sc4c(c3c2=O)CCC(C(C)(C)C)C4)no1 (centres undefined)	-2	-1.0	105	1	-6	1	-0.2	6	2	2
CCN(CC(=O)Nc1ccc(OC(F)F)cc1)C1CCCCC1	-4	-0.4	103	1.1	-1	1	-0.3	1	3	-6
COC(=O)C1CSC(C(=O)OC)N1C(=O)CN1CCN(c2ccc(OC)cc2)CC1 (centres undefined)	-2	-2.8	101	0.99	-8	1	-0.1	8	10	4
O=C(C(c1ccccc1)c1ccccc1)N1CCN(CC(O)COc2ccccc2)CC1 (centres undefined)	-2	-2.0	96	0.92	9	1	-0.4	-9	9	-4
COc1ccc(C(=O)Nc2cccc([N+](=O)[O-])c2)cc1Br	.	-2.1	103	.	33	.	-0.3	-33	.	.
CN(CCc1cn[nH]c1)C(=O)CC1C(=O)NCCN1Cc1cccc(Oc2ccccc2)c1 (centres undefined)	-6	-1.5	99	1.2	-1	1.1	0.0	1	16	-2
C#CCOc1ccccc1CNc1ccccc1	-8	-0.1	108	0.91	0	1.1	-0.3	0	0	-1
CC(=O)c1ccc(N2CCC(c3cc(-c4ccc(Cl)cc4Cl)n[nH]3)CC2)c([N+](=O)[O-])c1	0	-3.2	99	0.76	-12	1	-0.1	12	3	-4
CCCn1c(O)c(N=Nc2ccc3ccccc3n2)c2ccccc21	12	1.9	101	1.3	132	0.9	-0.1	-132	6	0
O=C(NC1=NCCS1)c1ccc(-c2ccc(Cl)cc2)o1	66*	0.2	156*	4.6*	119	0.3	0.1	-119	-3	-4
O=C(NCc1ccco1)c1n[nH]c(=O)c2ccccc12	-3	0.1	106	1.1	3	1	-0.4	-3	-2	-8
O=C(NCC(F)(F)F)Nc1nnc(C(F)(F)F)s1	-3	-0.3	102	1.1	0	1	-0.1	0	7	-1
Cc1ccc2nc(SCC(=O)c3c(N)n(C)c(=O)n(C)c3=O)[nH]c2c1	0	-0.3	94	0.89	3	1	-0.2	-3	-1	1
O=C(NCC1CCCO1)c1ccc(CNS(=O)(=O)c2cccc(Cl)c2)cc1 (centres undefined)	-3	-0.8	101	1.1	13	1	-0.2	-13	5	0
Cc1cccc(-c2nc(C#N)c(NC3CCCCC3)o2)c1	23	0.3	156*	2.8	136*	0.8	0.4	-136	-2	0
COc1cc2[nH]c(=S)n(CC3CCCO3)c(=O)c2cc1OC (centres undefined)	1	-1.9	97	0.99	18	1	0.0	-18	2	-2
CN1CCc2c(sc3c2c(=O)n(-c2ccc(Cl)cc2)c2nncn32)C1	-12	0.0	101	1.2	-1	1.1	0.0	1	8	2
Cc1cccc(C)c1OCC(O)Cn1c2ccccc2c2ccccc21 (centres undefined)	-6	-3.4	99	1	15	1.1	-0.4	-14	5	-2
CC(NC(=O)Cn1c(NCCO)nc2ccccc21)c1ccccc1 (centres undefined)	-5	-1.6	101	1.5	9	1	-0.1	-9	1	-2
CCCCCc1ccc(-c2ccc(=O)[nH]n2)cc1	-4	-2.6	103	1.6	16	1	0.6	-16	10	-4
N#Cc1c(NC(=O)CSc2nc3c(c(C(F)(F)F)n2)CCc2ccccc2-3)sc2c1CCCC2	-8	1.9	98	0.97	-8	1.1	-0.1	8	-17	0
O=C(CSc1nnc(Nc2ccccc2)s1)NCc1cccs1	-1	0.5	106	0.81	13	1	-0.5	-13	7	0
CCc1c(C(=O)Nc2ncn(Cc3cccc(C)c3)n2)csc1C	-6	-0.1	101	1.1	12	1.1	-0.2	-12	1	-3
CCOC(=O)CSC1=Nc2ccccc2C2=NC(CC(=O)NCc3cccs3)C(=O)N12 (centres undefined)	-6	1.2	93	1.1	-9	1.1	-0.8	9	-5	-1
C/C(CCc1ccccc1)=N\NC(=O)CCc1ccccc1	-5	-0.6	94	1.2	4	1	-0.3	-4	0	-5
CCOC(=O)/C(=N/O)C1=NC(C)(C)Cc2cc(C)c(C)cc21	-5	8.0	100	0.86	5	1	-0.3	-5	2	-1
NC(=S)N=Nc1c(O)n(Cc2ccccc2)c2ccccc12	-5	0.8	107	0.78	0	1.1	-0.3	0	2	1
CCCCCCCc1c(O)nc(SCCN2CCOCC2)[nH]c1=O	-10	1.7	99	1.1	13	1.1	0.0	-13	7	-2
CN1CCN(CCC(=O)Nc2ccc(Br)cc2)CC1	-4	0.0	93	0.97	2	1	-0.2	-2	2	-6
COc1ccccc1OCCOc1ccc(C(=O)c2ccccc2)cc1	-1	-0.4	85	1.1	4	1	-0.3	-4	-1	-7
